Screens: PubChem, several laboratories
DTT redox prof – compounds producing H2O2 with reducing agent – biochemical, NIH compound library profiling, artefact control for MLSCN library redox annotation, primary screen; DTT-dependent redox cycling H2O2, phenol red/HRP absorbance; 100% = 100 µM peroxide control, 0% = buffer; activation, % at 10 µM; actives 0.03% (n = 200,000); AID 878;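 active = activation of at least 50% relative to the plate's high and low controls in the primary single-dose screen; inactive = activation below 50%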;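 note: compound incubated with DTT at 0.8 mM final as the reducing agent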
Efa HMGR inh – blocks class II HMG-CoA reductase of Enterococcus faecalis; purified E. faecalis HMGR, NADPH absorbance 340 nm kinetic; inhibition, % at 10 µM; actives 0.41% (n = 190,000); AID 1066;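 active = inhibition above a set limit, the median over all tested compounds plus 3 SD, cut at about 9.5% in these data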;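 note: enzyme runs in reverse so mevalonate oxidation gives rising NADPH absorbance; 0% = complete reaction with DMSO and 100% = background rate lacking mevalonate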
STAT1 blocker – STAT1 signaling inhibition; NIH 3T3 STAT1-luciferase reporter, IFN-gamma, luminescence; inhibition, % at 5.5 µM; actives 0.35% (n = 200,000);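 active = inhibition above a set limit, the mean inhibition across all tested compounds plus 3 SD, cut at about 34% in these data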;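 note: 0% = IFN-gamma with DMSO and 100% = IFN-gamma with 300 µM nifuroxazide; values of inactives mirror those of a sister screen read the other way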
NF-kB neuron act – raises NF-kB expression in human neuronal cells; NF-kB reporter expression; stronger effect = higher value; fold change at 12.5 µM; actives 1.6% (n = 190,000); AID 1239; in the data active = fold change above about 3.3
TLR4-MyD88 BLA – TLR4-MyD88 interaction inhibition in cells | O00206+Q99836 | HeLa CL3-4 TLR4/MyD88 BLA complementation, FRET ratio | inhibition, % at 8.4 µM | actives 0.18% (n = 200,000); in the data active = inhibition above about 25%;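 note: 0% = vehicle and 100% = reference inhibitor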
Target sequence (O00206 whole entry, looked up): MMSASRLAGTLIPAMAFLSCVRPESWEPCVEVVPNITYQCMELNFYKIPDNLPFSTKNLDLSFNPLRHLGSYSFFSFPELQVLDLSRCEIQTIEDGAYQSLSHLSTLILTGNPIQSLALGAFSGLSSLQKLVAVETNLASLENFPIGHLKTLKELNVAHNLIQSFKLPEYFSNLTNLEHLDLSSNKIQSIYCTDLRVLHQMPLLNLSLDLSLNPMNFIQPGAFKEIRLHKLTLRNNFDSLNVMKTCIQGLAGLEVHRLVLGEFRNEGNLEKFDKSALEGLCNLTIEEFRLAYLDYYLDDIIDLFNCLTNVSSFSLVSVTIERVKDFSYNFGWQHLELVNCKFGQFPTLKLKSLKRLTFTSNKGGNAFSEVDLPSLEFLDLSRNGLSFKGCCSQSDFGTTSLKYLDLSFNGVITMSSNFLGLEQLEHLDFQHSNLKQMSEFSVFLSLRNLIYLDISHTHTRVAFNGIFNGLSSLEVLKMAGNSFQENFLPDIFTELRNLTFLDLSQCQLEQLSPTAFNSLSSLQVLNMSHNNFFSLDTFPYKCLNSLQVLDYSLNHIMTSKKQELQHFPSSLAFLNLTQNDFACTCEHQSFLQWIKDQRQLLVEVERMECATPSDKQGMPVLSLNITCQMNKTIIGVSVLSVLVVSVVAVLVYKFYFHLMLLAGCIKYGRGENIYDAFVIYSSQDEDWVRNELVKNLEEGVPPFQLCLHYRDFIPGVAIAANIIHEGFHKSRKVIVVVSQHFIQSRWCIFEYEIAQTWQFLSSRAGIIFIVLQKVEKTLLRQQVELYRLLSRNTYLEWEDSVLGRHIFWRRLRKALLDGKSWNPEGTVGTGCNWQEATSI
Target sequence (Q99836 whole entry, looked up): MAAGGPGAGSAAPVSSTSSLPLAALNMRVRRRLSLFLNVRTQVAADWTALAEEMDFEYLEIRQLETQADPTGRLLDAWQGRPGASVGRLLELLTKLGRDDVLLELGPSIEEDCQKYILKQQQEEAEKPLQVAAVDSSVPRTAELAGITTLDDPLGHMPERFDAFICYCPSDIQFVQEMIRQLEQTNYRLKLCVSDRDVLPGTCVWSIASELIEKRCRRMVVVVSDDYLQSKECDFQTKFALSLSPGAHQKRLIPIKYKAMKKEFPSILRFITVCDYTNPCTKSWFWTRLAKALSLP
APP 5'UTR act – activates APP 5'UTR luciferase reporter | actives 1% (n = 190,000) | SH-SY5Y APP 5'UTR luciferase reporter, luminescence; zero percent = DMSO vehicle wells | activation, % at 2 µM | AID 1276;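 active = activation above a set limit, based on mean plus 3 SD of controls, cut at about 140% in these data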; note: values of inactives mirror those of a sister screen read the other way
STAT3 inh – STAT3 signaling inhibition. U3A cells, IL-6 STAT3-luciferase reporter, luminescence; host cell line lacks STAT1. inhibition, % at 5.5 µM. actives 0.89% (n = 190,000). AID 862;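 active = inhibition above the mean inhibition across all screened compounds plus 3 SD, cut at about 44% in these data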;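 note: 0% = DMSO only wells and 100% = 100 µM nifuroxazide control wells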
STAT3 act – STAT3 signaling activation; U3A cells, IL-6 STAT3-luciferase reporter, luminescence; 100% = signal with IL-6 EC80 alone; activation (% of control), % at 5.6 µM; actives 0.91% (n = 190,000); AID 871;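 active = activation above the screen-wide mean of compound activation plus 3 SD, cut at about 130% in these data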;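 note: 0% = background luminescence of wells with medium and substrate only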
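Material: STAT1-lacking human U3A cells, STAT3 luciferase reporter | Benchmarks: IL-6-only wells as 100% reference | Probe or stimulus: IL-6 (33 ng/mL) | Timing: Compound 1 h, then IL-6 6 h at 37 °C | Detection: Luminescence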
STAT1 activator – activators of IFN-gamma induced STAT1 signaling. NIH 3T3 STAT1-luciferase reporter, luminescence; 100% = IFN-gamma alone, no compound. activation (% of control), % at 5.5 µM. actives 2.6% (n = 200,000). AID 932;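 active = activation above the screen-wide mean activation plus 3 SD, cut at about 130% in these data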;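 note: raw ratio to IFN-gamma control signal so 100% means no change and 0% no light; values of inactives mirror those of a sister screen read the other way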
Hsp70 act – switches on Hsp70 transcription | HeLa Hsp70 promoter luciferase reporter, luminescence; scaled: vehicle 0, proteasome-inhibitor control 100% | activation, % at 10 µM | actives 0.04% (n = 200,000) | AID 1203;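 active = activation above the mean across all tested compounds plus 3 SD, cutoff set per campaign, cut at about 5.5% in these data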;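 note: 100% = MG132 at 30 µM as the positive control and 0% = DMSO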
* marks the source's active call; other numbers are inactive results; · = no result given.

(1) CCOC(=O)c1c(NC(=O)CS(=O)(=O)c2cn(CC)c3ccccc23)sc2c1CCCCC2
(2) Fc1ccc(C(c2nnnn2C2CCCC2)N(Cc2ccco2)CC2CCCO2)cc1 (configuration not stated)
(3) Cc1ccc(CNC(=O)C(=O)NCC2OCCN2C(=O)c2ccc3c(c2)OCO3)cc1 (configuration not stated)
(4) Cc1ccn2c(C(=O)CSc3ccccc3)c(C)nc2c1
(5) CC1(C)Cc2c(C#N)c(OCC(=O)c3ccc(Cl)cc3)nc(-c3ccoc3)c2CO1

Assay by compound,1,2,3,4,5
DTT redox prof,-0.2,0.0,0.1,-1.4,2.3
Efa HMGR inh,-1,2,-2,-6,0
STAT1 blocker,0,5,0,-13,8
NF-kB neuron act,1.2,1,1.2,2.9,1.5
TLR4-MyD88 BLA,8,7,-13,3,0
APP 5'UTR act,-33,-6,-16,-4,4
STAT3 inh,-15,-4,2,16,4
STAT3 act,112,103,103,89,99
STAT1 activator,100,96,98,110,92
Hsp70 act,0.0,-0.3,0.5,-0.1,-0.4

Reformatted: 4 of the compounds above
Screens in order – DTT redox prof	Efa HMGR inh	STAT1 blocker	NF-kB neuron act	TLR4-MyD88 BLA	APP 5'UTR act	STAT3 inh	STAT3 act	STAT1 activator	Hsp70 act
2	Fc1ccc(C(c2nnnn2C2CCCC2)N(Cc2ccco2)CC2CCCO2)cc1 (configuration not stated)
 : 0.0	2	5	1	7	-6	-4	103	96	-0.3
3	Cc1ccc(CNC(=O)C(=O)NCC2OCCN2C(=O)c2ccc3c(c2)OCO3)cc1 (configuration not stated)
 : 0.1	-2	0	1.2	-13	-16	2	103	98	0.5
4	Cc1ccn2c(C(=O)CSc3ccccc3)c(C)nc2c1
 : -1.4	-6	-13	2.9	3	-4	16	89	110	-0.1
5	CC1(C)Cc2c(C#N)c(OCC(=O)c3ccc(Cl)cc3)nc(-c3ccoc3)c2CO1
 : 2.3	0	8	1.5	0	4	4	99	92	-0.4

Complete entries as entered above. Order of screens: DTT redox prof | Efa HMGR inh | STAT1 blocker | NF-kB neuron act | TLR4-MyD88 BLA | APP 5'UTR act | STAT3 inh | STAT3 act | STAT1 activator | Hsp70 act
CCOC(=O)c1c(NC(=O)CS(=O)(=O)c2cn(CC)c3ccccc23)sc2c1CCCCC2 in the list: -0.2 | -1 | 0 | 1.2 | 8 | -33 | -15 | 112 | 100 | 0.0
CC1(C)Cc2c(C#N)c(OCC(=O)c3ccc(Cl)cc3)nc(-c3ccoc3)c2CO1 in the list: 2.3 | 0 | 8 | 1.5 | 0 | 4 | 4 | 99 | 92 | -0.4

The results go on:
(6) CC(C)(C)CNC(CO)C12CC3CC(CC(C3)C1)C2 (configuration not stated)
(7) COc1ccc(CCNC(=O)c2oc3ccc(S(=O)(=O)N4CCOCC4)cc3c2C)cc1OC
(8) O=C(Nc1ccccc1)/C(=C/c1ccc([N+](=O)[O-])cc1)NC(=O)c1ccccc1
(9) C=CCn1c(SCC(=O)c2ccccc2)nnc1-c1cc2ccccc2o1
(10) Cc1nnc(C)n1/N=C/c1cc(Br)cc(Br)c1O

Assay by compound,6,7,8,9,10
DTT redox prof,-0.1,-4.1,0.4,-2.3,-0.9
Efa HMGR inh,-1,-6,-6,-4,-7
STAT1 blocker,-5,8,-14,-2,-3
NF-kB neuron act,1.1,0.52,1.1,1.1,1.1
TLR4-MyD88 BLA,8,4,-9,21,1
APP 5'UTR act,3,5,6,-5,-10
STAT3 inh,-3,8,-4,7,2
STAT3 act,104,97,106,100,104
STAT1 activator,105,93,112,103,103
Hsp70 act,0.0,-0.1,-0.1,-0.4,-0.4

(11) COc1ccccc1OCCNC(=O)c1cc([N+](=O)[O-])cc([N+](=O)[O-])c1
(12) Cc1onc(-c2ccccc2)c1-c1n[nH]c(=S)n1-c1ccc(C(=O)O)cc1
(13) COc1ccc(C(=O)NCCSc2ccc(C)cc2)cc1
(14) CC(C)(C)c1nc2scc(-c3cccs3)c2c(=O)o1
(15) COc1ccc(N2CCN(C(=O)c3ccc(CS(=O)(=O)c4ccc(OC)cc4)o3)CC2)cc1

Assay by compound,11,12,13,14,15
DTT redox prof,-0.3,0.2,-0.7,0.7,0.0
Efa HMGR inh,3,6,-3,2,-6
STAT1 blocker,0,3,-11,1,2
NF-kB neuron act,1.2,1.1,1.3,1.2,0.65
TLR4-MyD88 BLA,-22,12,-14,14,-3
APP 5'UTR act,-7,-10,11,-11,-12
STAT3 inh,19,2,-4,1,9
STAT3 act,88,102,107,101,100
STAT1 activator,98,97,110,103,98
Hsp70 act,-0.2,-0.1,-0.3,-0.3,-0.3

(16) COc1cc(NS(=O)(=O)c2ccc(Nc3nc(-c4ccccc4)cs3)cc2)nc(OC)n1
(17) CCCCOc1ccc(S(N)(=O)=O)cc1
(18) COc1cc2c(C(=O)N3CCN(C)CC3)c(C)oc2cc1Br
(19) Cc1cc(C)c(S(=O)(=O)N(CC(=O)N2CCCC2)C2CCCCC2)c(C)c1
(20) Cc1ccc(N(C(=O)c2ccn[nH]2)C(C(=O)NC2CCCC2)c2cccs2)cc1 (configuration not stated)

Assay by compound,16,17,18,19,20
DTT redox prof,-0.4,1.0,2.0,-0.9,-0.1
Efa HMGR inh,-4,-4,0,-3,-1
STAT1 blocker,-4,0,-4,0,-1
NF-kB neuron act,1.1,1,1.2,0.86,1.2
TLR4-MyD88 BLA,4,10,-9,14,0
APP 5'UTR act,-5,7,12,0,-14
STAT3 inh,5,8,12,-5,10
STAT3 act,95,97,93,107,96
STAT1 activator,103,100,104,100,100
Hsp70 act,-0.1,-0.3,-0.3,-0.6,-0.2

(21) CC1=NN(C(C#N)c2c(C)nn(Cc3ccccc3)c2C)C(C)(C)C1 (configuration not stated)
(22) O=C(NNC(=S)NCc1ccc(Cl)cc1)c1ccc(Br)o1
(23) COc1cc(/C=C/C2=NC(=O)C(C)(C)O2)ccc1O
(24) CCOc1ccc(C(=O)COc2ccc(NC(C)=O)cc2)cc1
(25) O=C1OCCC1Sc1nnc(-c2cccc(Br)c2)o1 (configuration not stated)

Assay by compound,21,22,23,24,25
DTT redox prof,-0.3,1.9,1.3,0.1,0.1
Efa HMGR inh,6,1,-2,2,5
STAT1 blocker,8,-8,-8,-2,4
NF-kB neuron act,1.4,1.2,1.3,1.4,1.1
TLR4-MyD88 BLA,2,-4,-1,-9,-10
APP 5'UTR act,11,2,-7,-5,-16
STAT3 inh,7,13,5,8,2
STAT3 act,101,93,99,97,99
STAT1 activator,91,107,108,102,96
Hsp70 act,0.8,-0.2,-0.1,-0.1,-0.1

(26) Cc1ccc(-c2cn3cccc(C)c3n2)cc1
(27) Cc1ccccc1OCCC(=O)NCCc1ccc(S(N)(=O)=O)cc1
(28) O=C(NC1CC1)C1=C[C@H](C2CCCCC2)C[C@H](OCc2ccc(CO)cc2)O1
(29) O=C(/C=C/c1ccccc1Cl)NC1CCS(=O)(=O)C1 (configuration not stated)
(30) O=C(Cn1nnc2c(sc3nc4c(c(-c5ccccc5)c32)CCC4)c1=O)c1ccccc1

Assay by compound,26,27,28,29,30
DTT redox prof,-0.8,-0.5,0.8,-0.6,-1.4
Efa HMGR inh,-6,-4,-1,-4,2
STAT1 blocker,5,2,-60,-12,-2
NF-kB neuron act,7.7*,1.1,1.1,1.1,1.3
TLR4-MyD88 BLA,3,4,0,5,3
APP 5'UTR act,154*,-6,-1,-2,6
STAT3 inh,30,1,·,10,8
STAT3 act,76,99,·,95,98
STAT1 activator,96,98,158*,110,102
Hsp70 act,-0.1,-0.3,0.0,-0.1,0.1

(31) C/C(=N/NC(=O)c1cccs1)c1cccc(N)c1
(32) CCCC(=O)NC(=S)Nc1ccccc1N1CCOCC1
(33) c1cc(CNc2ccc(N3CCOCC3)cc2)ccn1
(34) Cc1cccc2c1NC(C)CC2C (configuration not stated)
(35) COc1cc2c3c(c1OC)C1(C=CC(=O)C=C1)CC3N(C(=O)c1ccccc1)CC2 (configuration not stated)

Assay by compound,31,32,33,34,35
DTT redox prof,0.1,0.0,-0.5,0.7,1.1
Efa HMGR inh,3,3,2,-5,-8
STAT1 blocker,-25,4,13,5,9
NF-kB neuron act,2.1,0.96,0.94,0.86,1.2
TLR4-MyD88 BLA,4,-4,2,-5,-10
APP 5'UTR act,111,2,-10,-9,15
STAT3 inh,11,4,20,4,20
STAT3 act,93,98,88,99,91
STAT1 activator,121,96,88,96,92
Hsp70 act,0.0,-0.4,-0.1,-0.1,-0.2

(36) Cc1ccnc(N2C(=O)C3C4CC(C(Br)C4Br)C3C2=O)c1 (configuration not stated)
(37) CC(CC(C)C(=O)Nc1ccccc1C(C)(C)C)C(=O)O (configuration not stated)
(38) COC(=O)c1c(NC(=O)c2c(C)noc2C)sc2c1CCCCCC2
(39) CN(C(=O)COc1ccc(Cl)cc1)c1nnc(C23CC4CC(CC(C4)C2)C3)s1
(40) COc1ccc(C2C(C(=O)O)CC(=O)N2c2ccc(OC)cc2)cc1 (configuration not stated)

Assay by compound,36,37,38,39,40
DTT redox prof,2.1,0.7,-0.1,-0.6,-0.8
Efa HMGR inh,-2,1,-6,-5,0
STAT1 blocker,-3,5,1,-5,-7
NF-kB neuron act,0.98,1.5,1.3,1.2,0.96
TLR4-MyD88 BLA,2,15,-24,-1,4
APP 5'UTR act,4,4,-5,4,5
STAT3 inh,4,6,-3,·,1
STAT3 act,105,98,104,·,102
STAT1 activator,102,96,97,103,107
Hsp70 act,-0.3,-0.1,0.3,0.4,0.3

(41) O=C(N/N=C/c1ccc(N2CCCCC2)o1)c1ccccc1
(42) CCCCCCCC(=O)NNC(=O)c1c(O)c2ccccc2n(CCC)c1=O
(43) CCn1nnnc1NC(=O)c1ccc2ccccc2c1
(44) O=C(CN1CCN(c2nc(-c3ccccc3)cs2)CC1)Nc1ccc2c(c1)OCO2
(45) FC(F)(F)c1cccc(Cc2noc(CN3C[C@@H]4CCC[C@H]3C4)n2)c1
(46) CCCCNC(=O)C(C#N)c1nc2ccccc2nc1N1CCCC1 (configuration not stated)
(47) CC(=O)Nc1cccc(C(=O)Nc2nc(C)cs2)c1

Assay by compound,41,42,43,44,45,46,47
DTT redox prof,-0.7,-0.8,-0.5,2.3,-1.6,-2.2,-1.5
Efa HMGR inh,-3,1,-6,-8,-7,2,-2
STAT1 blocker,-8,8,4,0,8,-8,0
NF-kB neuron act,0.95,·,1.2,1.2,1.1,0.93,1.2
TLR4-MyD88 BLA,8,-12,-5,-4,-1,12,-16
APP 5'UTR act,-2,17,15,4,-9,4,31
STAT3 inh,-8,6,-5,13,6,-3,10
STAT3 act,109,99,105,92,99,108,94
STAT1 activator,108,91,97,100,91,109,99
Hsp70 act,-0.3,-0.1,-0.3,-0.2,0.0,-0.4,-0.1

Random draw from the library; overall some 5.6% were active at least once.
